HGIII-sPLA2 inh: Blocks human group III sPLA2 activity; AID 743126; QFRET BODIPY PC-A2 liposome hydrolysis, fluorescence; 370,000 tested, 0.56% active; inhibition, % at 12.2 µM; Q9NZ20;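 active = inhibition above mean plus 3 SD of compounds lying within the high and low control bounds, cut at about 19% in these data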;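 also: 0% = median of test compound wells and 100% = no enzyme DMSO wells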
ADAM10 inh: ADAM10 inhibition, QFRET primary screen | inhibition, % at 7 µM | O14672 | recombinant ADAM10, EDANS/DABCYL FRET peptide cleavage, 3 h | AID 720582 | 370,000 tested, 0.62% active;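 active = inhibition above a per-campaign cutoff equal to the mean of compounds falling between control-based bounds plus 3 SD, cut at about 20% in these data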;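 also: 0% = DMSO wells while the 100% control is not disclosed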
hcDAF12 agonist: activates DAF-12 receptor from parasite H. contortus; activation, % at 6.8 µM; 370,000 tested, 1.4% active; HEK293 hcDAF-12 lit1-tk-luc reporter, luminescence; 0% DMSO, 100% Δ7-dafachronic acid; AID 652067;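 active = activation above the mean of all tested compounds plus 3 SD, cut at about 5.5% in these data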;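 also: 100% = response to 3 µM Δ7-dafachronic acid high control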
GAA850 FXN act: activators of GAA850 frataxin (FXN) promoter | HEK293 lucGAA850 FXN promoter luciferase reporter, 24 h; percent of 10 µM SAHA response | activation, % at 6 µM | 360,000 tested, 0.56% active | AID 540364;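 active = activation above the average of all compounds screened plus 3 SD, cutoff fixed separately per campaign, cut at about 7.5% in these data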;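 also: 0% = DMSO wells and 100% = 10 µM SAHA wells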
PLC-gamma1 inh: inhibitors of human phospholipase C gamma1. purified PLC-gamma1, fluorogenic substrate, fluorescence. inhibition, % at 12.2 µM. 370,000 tested, 0.84% active; in the data active = inhibition above about 9.5%
Target sequence (P19174 whole entry, looked up): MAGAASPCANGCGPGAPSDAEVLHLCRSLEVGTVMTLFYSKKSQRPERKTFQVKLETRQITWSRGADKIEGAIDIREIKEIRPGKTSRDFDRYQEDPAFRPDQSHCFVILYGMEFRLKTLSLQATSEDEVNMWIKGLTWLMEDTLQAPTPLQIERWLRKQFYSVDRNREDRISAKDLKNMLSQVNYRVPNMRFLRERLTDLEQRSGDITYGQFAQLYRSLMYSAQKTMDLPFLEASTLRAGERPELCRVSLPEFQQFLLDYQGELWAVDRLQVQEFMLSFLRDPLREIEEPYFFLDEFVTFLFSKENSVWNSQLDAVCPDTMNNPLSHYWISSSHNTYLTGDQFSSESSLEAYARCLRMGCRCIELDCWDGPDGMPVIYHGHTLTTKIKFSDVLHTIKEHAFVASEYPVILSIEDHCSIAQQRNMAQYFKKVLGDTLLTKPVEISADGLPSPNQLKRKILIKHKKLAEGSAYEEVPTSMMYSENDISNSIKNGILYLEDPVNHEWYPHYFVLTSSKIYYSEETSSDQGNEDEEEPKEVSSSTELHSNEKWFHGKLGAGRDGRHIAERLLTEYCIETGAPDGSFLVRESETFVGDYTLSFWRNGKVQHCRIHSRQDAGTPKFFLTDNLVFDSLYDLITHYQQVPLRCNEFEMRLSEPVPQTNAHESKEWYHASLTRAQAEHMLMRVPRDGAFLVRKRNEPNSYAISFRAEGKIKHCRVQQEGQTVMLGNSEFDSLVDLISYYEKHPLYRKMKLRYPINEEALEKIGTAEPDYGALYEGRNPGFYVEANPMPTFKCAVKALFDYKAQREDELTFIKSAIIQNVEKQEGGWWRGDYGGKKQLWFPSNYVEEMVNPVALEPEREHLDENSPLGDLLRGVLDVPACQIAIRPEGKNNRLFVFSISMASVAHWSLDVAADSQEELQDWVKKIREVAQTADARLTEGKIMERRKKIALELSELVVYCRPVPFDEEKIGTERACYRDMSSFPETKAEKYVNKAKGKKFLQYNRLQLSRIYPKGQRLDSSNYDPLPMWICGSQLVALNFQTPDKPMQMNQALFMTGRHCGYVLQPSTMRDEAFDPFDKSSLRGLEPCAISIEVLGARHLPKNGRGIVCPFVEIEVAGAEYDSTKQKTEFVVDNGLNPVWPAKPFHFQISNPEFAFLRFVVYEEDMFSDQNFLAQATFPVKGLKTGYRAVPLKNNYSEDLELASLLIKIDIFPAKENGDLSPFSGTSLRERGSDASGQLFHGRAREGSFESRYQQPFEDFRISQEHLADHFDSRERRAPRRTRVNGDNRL
DAX1 inh-1: blocks DAX1 repression of SF-1 activated StAR promoter; HEK293T StAR-luciferase reporter, SF-1/DAX-1 repression relief; inhibition, % at 6.8 µM; 370,000 tested, 1.1% active; AID 652010;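 active = inhibition above the mean over all tested compounds plus 3 SD, cut at about 3.6% in these data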;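 also: 0% = DAX-1 cells with DMSO and 100% = cells lacking DAX-1 with DMSO; higher inhibition means more luminescence from relief of DAX-1 repression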
ssDAF12 agonist: activates DAF-12 receptor from parasite S. stercoralis; 370,000 tested, 1% active; HEK293 ssDAF-12/GRIP1 lit1-tk-luc reporter, luminescence; % of 3 µM dafachronic acid response; activation, % at 6.8 µM;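 active = activation above the mean over all tested compounds plus 3 SD, cut at about 0.9% in these data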;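 also: 0% = DMSO-only wells and 100% = 3 µM delta7-dafachronic acid wells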
DAX1 inh-2: inhibitors of human orphan nuclear receptor DAX1 (NR0B1). P51843. HEK293 Gal4-DAX1 luciferase reporter, luminescence. inhibition, % at 6.75 µM. 340,000 tested, 0.99% active. AID 504766;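 active = inhibition above the mean over all tested compounds plus 3 SD, cut at about 4.2% in these data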;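 also: 0% = DAX1-transfected cells with DMSO and 100% = empty-vector control cells with DMSO; inhibition shows as a rise in luminescence from relieved DAX1 repression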
ADAM17 inh: inhibitors of human ADAM17; 370,000 tested, 0.83% active; inhibition, % at 6.95 µM; AID 720648; recombinant ADAM17, EDANS/DABCYL FRET peptide cleavage; P78536;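 active = inhibition above the mean of compounds lying between control limits plus 3 SD, set per campaign, cut at about 8.5% in these data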;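 also: 0% = DMSO-only wells as the low control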
PLC-beta3 inh: blocks human PLC-beta3 enzyme activity; Q01970; Purified PLC-beta3, fluorogenic substrate, fluorescence; inhibition, % at 12.2 µM; 370,000 tested, 0.18% active; AID 720704; in the data active = inhibition above about 11%;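 also: 0% = median of compound wells on plate and 100% = full blocker control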
hgDAF12 agonist: hgDAF-12 agonism, primary luciferase screen; HEK293 GAL4-hgDAF12 UAS-luciferase reporter, agonist luminescence; normalized to butyrate control; activation, % at 6.8 µM; 370,000 tested, 1.8% active; AID 687014;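 active = activation above a cutoff set at the mean of all screened compounds plus 3 SD, cut at about 10% in these data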;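 also: 0% = DMSO wells and 100% = sodium butyrate wells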
The depositor's hits bear a star; i = inactive; nt = no result given.

SMILES | HGIII-sPLA2 inh | ADAM10 inh | hcDAF12 agonist | GAA850 FXN act | PLC-gamma1 inh | DAX1 inh-1 | ssDAF12 agonist | DAX1 inh-2 | ADAM17 inh | PLC-beta3 inh | hgDAF12 agonist
O=C(NCc1ccco1)C1Cc2cc(Cl)ccc2O1 (centres undefined) | -1 | 0 | -1.4 | -0.1 | -1 | 0.2 | 0.1 | -0.8 | 1 | -10 | 1.8
CCN1CCN(CCCNC(=O)c2ccc(NC(=O)C3=C(C)OCCS3)cc2)CC1 | 7 | -9 | -0.7 | 0.9 | -1 | -0.1 | -1.0 | 0.6 | -6 | -6 | 0.6
Cc1cc(Cl)c(S(=O)(=O)Nc2ccc(S(=O)(=O)N3CCOCC3)cc2)cc1OCC(N)=O | -8 | -1 | 0.5 | -1.4 | 0 | -0.1 | -1.0 | 0.5 | 0 | -1 | 1.7
COc1ccc(/C=C2\COc3ccccc3C2=O)c(OC)c1 | -2 | 8 | 1.4 | 1.9 | -11 | 1.1 | -0.3 | 2.6 | 0 | -25 | 7.0
O=C(Nc1ccc(Br)cc1)N1CCCCCC1 | -1 | -2 | 0.8 | 1.4 | 2 | 7.2* | 0.2 | 1.0 | -6 | -3 | 6.7
COc1ccccc1Nc1ncc(C(C)=O)c(C)n1 | 6 | 1 | -0.5 | 3.0 | -4 | 0.8 | -0.7 | 2.2 | 1 | -9 | 1.8
CN(CCc1ccccn1)C(=O)c1ccc(OC(F)(F)F)cc1 | -2 | -3 | -0.3 | 0.2 | -2 | 0.1 | -1.3 | -0.7 | -3 | -9 | 1.2
NC(=O)c1nsc(C(=O)N(c2cccc(F)c2)C(C(=O)NCc2ccccc2)c2ccc(O)cc2)c1N (centres undefined) | -23 | -136 | -2.4 | 0.3 | -95 | -0.5 | -1.4 | -1.4 | -62 | -135 | -0.5
O=Cc1ccc(OC2OCCOC2Oc2ccc(C=O)cc2)cc1 (centres undefined) | 4 | -6 | 1.3 | -0.1 | 0 | 0.4 | -1.8 | 0.9 | 0 | 3 | -1.9
COc1cccc(Nc2nc(-c3sc(N)nc3C)cs2)c1 | 6 | 5 | 1.9 | 0.2 | -12 | -0.2 | -1.8 | 0.1 | 2 | -21 | 0.2
COc1ccc(Cc2nnc(N/N=C/c3ccc(Br)cc3)[nH]c2=O)cc1OC | 2 | -5 | -0.2 | 0.4 | 1 | 0.7 | -0.9 | 3.4 | -4 | -7 | 3.6
CCOC(=O)CC(NC(=O)CCc1c(C)nc2ncnn2c1C)c1ccc(OC(C)C)cc1 (centres undefined) | 9 | -3 | -1.4 | -0.7 | -1 | 0.2 | -1.2 | 0.7 | -4 | 0 | 4.2
O=C(NCc1ccccc1)C1=C[C@@H](C2CCCCC2)C[C@@H](OCc2ccc(CO)cc2)O1 | -6 | 4 | 0.9 | -1.2 | 2 | -0.5 | -0.8 | -1.2 | 0 | 2 | -0.5
Cc1c(NS(=O)(=O)c2cccs2)cccc1-c1nc2cccnc2s1 | -9 | -12 | -1.8 | 2.6 | -20 | 1.0 | -1.6 | 1.5 | -6 | -34 | -1.0
O=C(COC(=O)c1ccccc1Oc1ccccc1)NC1CC1 | 3 | -13 | 0.2 | 0.2 | 0 | 2.1 | -1.6 | 2.3 | -2 | -7 | 0.5
COc1ccccc1NS(=O)(=O)c1ccc(C)c(NC(=O)NC2CCCCC2)c1 | -14 | 1 | -1.9 | 0.5 | 3 | -0.3 | -1.3 | -1.0 | -1 | 2 | -3.4
Cc1ccc(-c2nc3ncccc3o2)cc1NC(=O)c1cc2ccccc2o1 | 2 | 14 | -0.6 | -2.3 | 1 | 0.6 | -0.7 | 1.8 | 1 | 0 | 2.1
COc1ccc(CN2C(=O)c3ccccc3C2=O)cc1C(=O)O | 5 | -5 | -2.2 | 0.6 | -2 | -0.4 | -0.8 | 1.2 | -4 | -5 | -3.3
CC(C)(C)C(=O)c1cn(CC(=O)NCc2ccc3c(c2)OCO3)c2ccccc12 | -7 | 0 | -0.3 | 0.4 | -3 | -0.4 | -0.7 | 0.9 | -1 | 2 | -1.2
CC(C)(Oc1ccc(Cl)cc1)C(=O)OCc1nc2ccsc2c(=O)[nH]1 | -11 | 6 | -1.8 | -1.8 | 2 | -0.7 | -0.1 | 1.1 | 1 | 1 | 0.8
CCN(c1ccccc1)S(=O)(=O)c1ccc(NC(=O)C(C)(C)C)cc1 | -12 | 7 | -2.9 | 5.5 | -3 | -1.2 | -1.9 | 0.9 | 0 | 2 | -2.5
Cc1noc(C)c1C(=O)Nc1nc(-c2cc(F)ccc2F)cs1 | -8 | -5 | -0.1 | 3.6 | -5 | 0.4 | -0.5 | -0.1 | -2 | -10 | 2.1
COc1cccc2c1C(=O)c1c(O)c3c(c(O)c1C2=O)CC(O)(C(C)=O)CC3OC1CC(N(C)C)C(O)C(C)O1 (centres undefined) | -87 | -23 | -4.5 | -15 | -69 | -9.6 | -2.8 | -6.5 | 2 | -105 | -11
CCOC(=O)C1CSC(CC(=O)Nc2ccc(OC(F)(F)F)cc2)C(=O)N1 (centres undefined) | 1 | 6 | -1.6 | -0.4 | 1 | 0.4 | -1.6 | -0.1 | 0 | -4 | -0.9

Individual results from the results shown.
For hgDAF12 agonist, `COc1cccc2c1C(=O)c1c(O)c3c(c(O)c1C2=O)CC(O)(C(C)=O)CC3OC1CC(N(C)C)C(O)C(C)O1` (centres undefined) is entered as -11
For PLC-gamma1 inh, `CC(C)(Oc1ccc(Cl)cc1)C(=O)OCc1nc2ccsc2c(=O)[nH]1` is entered as 2
For DAX1 inh-2, `O=C(NCc1ccccc1)C1=C[C@@H](C2CCCCC2)C[C@@H](OCc2ccc(CO)cc2)O1` is entered as -1.2
For ADAM10 inh, `O=C(COC(=O)c1ccccc1Oc1ccccc1)NC1CC1` is entered as -13

New compounds follow:
SMILES | HGIII-sPLA2 inh | ADAM10 inh | hcDAF12 agonist | GAA850 FXN act | PLC-gamma1 inh | DAX1 inh-1 | ssDAF12 agonist | DAX1 inh-2 | ADAM17 inh | PLC-beta3 inh | hgDAF12 agonist
Cc1nnc(SCCn2c(N3CCCCCC3)nc3c2c(=O)[nH]c(=O)n3C)s1 | 2 | -5 | -1.5 | -0.4 | -2 | -0.4 | -0.2 | -0.2 | -3 | -2 | -0.6
CC(=O)c1ccccc1OCc1ccc(C(=O)c2ccccc2)cc1 | -9 | 3 | -4.6 | 1.5 | -1 | -1.1 | -1.9 | -2.5 | 1 | -5 | -4.6
CCCCN(C(=O)c1ccc2c(c1)NC(=O)CS2)c1ccccc1 | 5 | -6 | -0.5 | -2.0 | 5 | -0.8 | -1.6 | 0.0 | -2 | -7 | -0.6
CCc1ccc([C@@H]2CC(=O)[C@@H]3CN(S(=O)(=O)c4ccccc4C)[C@H](c4ccc(Cl)cc4)C[C@@H]3N2S(=O)(=O)c2ccc(C)cc2)cc1 | -2 | 3 | 0.2 | nt | 0 | 0.7 | -0.5 | nt | -1 | 1 | 6.0
C=CCOC(=O)C1=C(C)OC(N)=C(C#N)C1c1c(C)nn(-c2ccccc2)c1Cl (centres undefined) | -14 | -5 | -0.2 | -0.4 | -7 | -0.8 | -1.1 | 0.2 | -3 | -9 | -0.4
CCOC(=O)C(NC(=O)c1ccccc1)(Nc1cc(C)on1)C(F)(F)F (centres undefined) | -3 | 3 | -1.7 | -0.6 | 6 | 0.6 | -0.4 | -1.0 | -3 | 1 | 0.0
CCN(CC)c1ccc(C=C(c2nnnn2-c2ccc(C)cc2)c2nnnn2-c2ccc(C)cc2)cc1 | -3 | 8 | -1.3 | 1.0 | -32 | -0.2 | -1.7 | 0.6 | 2 | -35 | -2.3
COc1ccc(S(=O)(=O)N2CCCCC2)cc1NC(=O)[C@@H]1CCCN1C(=O)c1cccs1 | -14 | -3 | -0.9 | 1.6 | 0 | -0.5 | -0.8 | 3.3 | -1 | -3 | -1.5
CCS(=O)(=O)C1=NN2C(=N)/C(=C\c3ccc(OC(=O)c4ccco4)c(OC)c3)C(=O)N=C2S1 | -1 | -8 | 0.8 | -0.3 | 2 | 0.3 | -1.1 | 1.2 | -6 | -10 | -1.2
COc1ccc(C2N(c3cc(C)on3)C(=O)C3CCCN32)cc1OC (centres undefined) | 8 | 3 | -0.7 | 1.0 | 1 | -0.4 | -1.1 | -1.2 | -6 | -1 | 0.7
COc1ccc(/C=C/C(=O)Nc2ccc3nc4n(c(=O)c3c2)CCCC4)cc1 | -5 | -10 | -0.7 | -1.8 | -11 | 0.5 | -1.3 | -1.8 | -1 | -15 | -1.6
NC(=O)COC(=O)CNC(=O)c1ccc(Cl)cc1 | -8 | -3 | -1.9 | 0.7 | 0 | 0.2 | -0.7 | 0.4 | -2 | 1 | -0.2

The last 2 entries of the part before lead into the next.
SMILES | HGIII-sPLA2 inh | ADAM10 inh | hcDAF12 agonist | GAA850 FXN act | PLC-gamma1 inh | DAX1 inh-1 | ssDAF12 agonist | DAX1 inh-2 | ADAM17 inh | PLC-beta3 inh | hgDAF12 agonist
COc1ccc(/C=C/C(=O)Nc2ccc3nc4n(c(=O)c3c2)CCCC4)cc1 | -5 | -10 | -0.7 | -1.8 | -11 | 0.5 | -1.3 | -1.8 | -1 | -15 | -1.6
NC(=O)COC(=O)CNC(=O)c1ccc(Cl)cc1 | -8 | -3 | -1.9 | 0.7 | 0 | 0.2 | -0.7 | 0.4 | -2 | 1 | -0.2
O=C(CNC(=O)c1cccs1)N/N=C/c1c(F)cccc1Cl | 5 | -6 | 1.9 | 2.4 | -1 | 3.2 | -1.2 | 0.0 | 1 | -8 | 2.1
O=C(c1ccc(CS(=O)(=O)Cc2ccc(Cl)cc2)o1)N1CCCC1 | 1 | -6 | -2.4 | 2.1 | 2 | 0.2 | -2.2 | 0.3 | 0 | -2 | -1.5
CCC(=O)N1CCC2(CC1)Oc1ccc(F)cc1C(=O)C21CC(c2ccccc2)=NO1 (centres undefined) | -6 | -7 | -1.9 | -6.1 | -2 | -0.1 | -1.1 | 0.3 | -6 | -7 | -1.8
CC1(C)Cc2c(sc(NC(=O)C(=O)N3CCN(CCO)CC3)c2C(N)=O)CO1 | 7 | -5 | -0.1 | 0.7 | -5 | -0.5 | -0.3 | 0.1 | -5 | -12 | 0.9
CC(C)n1c(SCc2cc(=O)[nH]c3ccccc23)nc2c1c(=O)n(C)c(=O)n2C | 7 | -2 | 1.4 | 0.5 | 1 | 0.4 | -1.3 | -1.1 | -1 | 2 | -5.6
CCOc1ccc(NC(=O)CCN2C(=O)c3ccccc3C2=O)cc1 | 4 | -8 | -1.7 | -0.2 | -1 | -0.6 | 0.0 | -1.2 | -5 | -8 | -0.1
CCC(CC)NC(=O)Cc1ccc(F)cc1 | 7 | 2 | 0.2 | -0.1 | 2 | 2.2 | -1.5 | -1.4 | 0 | -3 | 0.1
COc1cc(C(Nc2ccc3c(c2)OCO3)C(=O)NC2CCCCC2)cc(OC)c1OC (centres undefined) | 5 | 0 | -1.6 | 2.4 | 0 | -0.3 | -0.4 | -1.2 | -2 | -3 | -1.2
Cc1cc(C)c2c(N)c(C(=O)NN3CC(=O)N(c4ccccc4F)CC3=O)sc2n1 | 2 | i | -1.4 | -0.3 | i | -0.2 | -1.4 | 0.0 | -339 | i | -1.1

Bioassay records: PubChem, The Scripps Research Institute Molecular Screening Center
